Assay outcomes (PubChem BioAssay)
NCI-60 one-dose screen, 48 h, at 10 µM unless noted. Numbers give growth in % (100 = growth as untreated, 0 = no growth, -100 = all killed).
DU-145: DU-145 prostate cancer; AID 1794760; actives 4.2% (n = 81,000)
SK-OV-3: SK-OV-3 ovarian cancer cells; AID 1794785; actives 3.2% (n = 80,000)
PC-3: PC-3 prostate cancer cells; actives 3.9% (n = 80,000)
OVCAR-4: OVCAR-4 ovarian cancer cells. actives 3.7% (n = 80,000)
IGROV1: IGROV1 ovarian cancer. actives 4.7% (n = 79,000). AID 1794786
OVCAR-8: OVCAR-8 ovarian cancer. actives 4.4% (n = 81,000)
OVCAR-5: OVCAR-5 ovarian cancer; actives 2.9% (n = 82,000)
OVCAR-3: OVCAR-3 ovarian cancer; actives 7% (n = 79,000)
Numbers without * were called inactive; & = joins results of further samples. Rule for the calls: active = growth percent below 10; inactive = the rest.

Results for Nc1cc(C(=O)N/N=C\c2ccc(OC(F)F)c(OC3CCCC3)c2)nn1CC(O)c1ccccc1 (stereo unspecified) ?
DU-145: 105; SK-OV-3: 105; PC-3: 81; OVCAR-4: 91; IGROV1: 108; OVCAR-8: 97; OVCAR-5: 108

Results for O=C(c1cc2cccnc2n1-c1ccc(Cl)c(Cl)c1)N1CC(F)C1 ?
DU-145: 112; SK-OV-3: 108; PC-3: 101; OVCAR-4: 97; IGROV1: 100; OVCAR-8: 99; OVCAR-5: 100; OVCAR-3: 104

How did Cc1ccc(-n2c(=S)[nH]c3sc4c(c3c2=O)CCC(=O)C4)cc1 do in these assays?
DU-145: 38; SK-OV-3: 92; PC-3: 41; OVCAR-4: 69; IGROV1: 49; OVCAR-8: 50; OVCAR-5: 87; OVCAR-3: 4.0*

How did Cc1ccc(C)c(N)c1 do in these assays?
DU-145: 110; SK-OV-3: 96; PC-3: 88; OVCAR-4: 95; IGROV1: 82; OVCAR-8: 87; OVCAR-3: 114

What do the screens show for `COc1ccc2cc(C(C)c3nnc(N)o3)ccc2c1` (stereo unspecified)?
DU-145: 80; SK-OV-3: 101; PC-3: 65; OVCAR-4: 80; IGROV1: 115; OVCAR-8: 86; OVCAR-5: 112; OVCAR-3: 104

What do the screens show for `COc1ccc(Cn2c(=O)[nH]c(=O)n(Cc3ccc(Cl)cc3)c2=O)cc1`?
DU-145: 116; SK-OV-3: 104; PC-3: 83; OVCAR-4: 91; IGROV1: 106; OVCAR-8: 108; OVCAR-5: 108; OVCAR-3: 112

How did Nc1cccc2ccc(O)cc12 do in these assays?
DU-145: 103&111; SK-OV-3: 94&102; PC-3: 81&74; OVCAR-4: 101&74; IGROV1: 89&80; OVCAR-8: 95&100; OVCAR-5: 113&104; OVCAR-3: 102&87

Results for Nc1cncnc1N ?
DU-145: 96; SK-OV-3: 92; PC-3: 102; OVCAR-4: 96; IGROV1: 113; OVCAR-8: 89; OVCAR-5: 84; OVCAR-3: 89

Results for O=C(N=Nc1c(O)[nH]c2ccccc12)Nc1ccc(F)c(Cl)c1 ?
DU-145: 103; SK-OV-3: 86; PC-3: 86; OVCAR-4: 77; IGROV1: 72; OVCAR-8: 97; OVCAR-5: 97; OVCAR-3: 90

Results for Cc1nn(-c2ccc(Cl)cc2)c2nc3c(nc12)C(=O)c1ccccc1-3 ?
DU-145: 78; SK-OV-3: 33; PC-3: 55; OVCAR-4: 34; IGROV1: 77; OVCAR-5: 91; OVCAR-3: 63

How did C[C@@H](Oc1cc(C(=O)Nc2ccc(C(=O)N3CCN(C)CC3)cc2)nnc1N)c1c(Cl)ccc(F)c1Cl do in these assays?
DU-145: 85; SK-OV-3: 67; PC-3: 52; OVCAR-4: 78; IGROV1: 86; OVCAR-8: 63; OVCAR-5: 75; OVCAR-3: 92

What do the screens show for `Cc1cccc(OCc2nnc(/N=C/c3cc4ccccc4nc3Cl)s2)c1`?
DU-145: 115; SK-OV-3: 86; PC-3: 92; OVCAR-4: 96; IGROV1: 83; OVCAR-5: 85; OVCAR-3: 104

What do the screens show for `NC(=O)c1ccc(NC(=O)c2cc(Br)c(Br)[nH]2)c(OC2CCNCC2)c1`?
DU-145: 106; SK-OV-3: 117; PC-3: 101; OVCAR-4: 104; IGROV1: 101; OVCAR-8: 97; OVCAR-5: 100; OVCAR-3: 114

Results for CC1(C)CC(=O)C2=C(C1)N(CCc1ccc(S(N)(=O)=O)cc1)C1=C(C(=O)CC(C)(C)C1)C2c1ccccc1[N+](=O)[O-] ?
DU-145: 117; SK-OV-3: 98; PC-3: 97; OVCAR-4: 101; IGROV1: 99; OVCAR-8: 101; OVCAR-5: 101

What do the screens show for `COC(=O)c1ccc(-c2nc(CSc3nc4ccccc4o3)no2)cc1`?
DU-145: 110; SK-OV-3: 97; PC-3: 98; OVCAR-4: 90; IGROV1: 104; OVCAR-8: 109; OVCAR-5: 107; OVCAR-3: 106

How did O=C(CCCl)OCCCl do in these assays?
DU-145: 104; SK-OV-3: 122; PC-3: 95; OVCAR-4: 113; IGROV1: 104; OVCAR-8: 101; OVCAR-5: 94; OVCAR-3: 112

What do the screens show for `CC1(C)CC[C@]2(C(=O)O)CC[C@]3(C)C(=CCC4[C@@]5(C)C[C@@H](O)[C@@H]6OC(c7ccccc7)OC[C@@]6(C)C5CC[C@]43C)C2C1` (stereo partly specified)?
DU-145: 69; SK-OV-3: 93; PC-3: 56; OVCAR-4: 85; IGROV1: 93; OVCAR-8: 77; OVCAR-5: 105; OVCAR-3: 89

Results for O=c1[nH]c(=O)c2[nH]c(Cl)nc2[nH]1 ?
DU-145: 102; SK-OV-3: 108; PC-3: 98; OVCAR-4: 103; IGROV1: 103; OVCAR-8: 108; OVCAR-5: 111; OVCAR-3: 102

What do the screens show for `CCCc1nc2nc3c(c(C)nn3-c3ccccc3)c(-c3ccc(Cl)cc3)c2c(=O)[nH]1`?
DU-145: 102; SK-OV-3: 89; PC-3: 93; OVCAR-4: 108; IGROV1: 97; OVCAR-8: 97; OVCAR-5: 103; OVCAR-3: 106

Results for Cc1nc2c(N)nn(C)c2nc1C ?
DU-145: 103; SK-OV-3: 98; PC-3: 106; OVCAR-4: 115; OVCAR-8: 101; OVCAR-5: 101; OVCAR-3: 110

An excerpt from above in order of heavy-atom count, ascending.
Results for Cc1nc2c(N)nn(C)c2nc1C ?
DU-145: 103; SK-OV-3: 98; PC-3: 106; OVCAR-4: 115; OVCAR-8: 101; OVCAR-5: 101; OVCAR-3: 110

What do the screens show for `CCCc1nc2nc3c(c(C)nn3-c3ccccc3)c(-c3ccc(Cl)cc3)c2c(=O)[nH]1`?
DU-145: 102; SK-OV-3: 89; PC-3: 93; OVCAR-4: 108; IGROV1: 97; OVCAR-8: 97; OVCAR-5: 103; OVCAR-3: 106

How did C[C@@H](Oc1cc(C(=O)Nc2ccc(C(=O)N3CCN(C)CC3)cc2)nnc1N)c1c(Cl)ccc(F)c1Cl do in these assays?
DU-145: 85; SK-OV-3: 67; PC-3: 52; OVCAR-4: 78; IGROV1: 86; OVCAR-8: 63; OVCAR-5: 75; OVCAR-3: 92

Results for CC1(C)CC(=O)C2=C(C1)N(CCc1ccc(S(N)(=O)=O)cc1)C1=C(C(=O)CC(C)(C)C1)C2c1ccccc1[N+](=O)[O-] ?
DU-145: 117; SK-OV-3: 98; PC-3: 97; OVCAR-4: 101; IGROV1: 99; OVCAR-8: 101; OVCAR-5: 101

(next part)
What do the screens show for `O=C(c1c2c(nn1-c1ccccc1)CCC(NCCc1ccc(C(F)(F)F)cc1)C2)N1CCCCC1` (stereo unspecified)?
DU-145: 101; SK-OV-3: 103; PC-3: 83; OVCAR-4: 89; IGROV1: 81; OVCAR-8: 95; OVCAR-5: 101; OVCAR-3: 97

What do the screens show for `COC(=O)c1ccc2c(c1)C(=O)N(Cc1ccc(S(N)(=O)=O)cc1)C2=O`?
DU-145: 104; SK-OV-3: 102; PC-3: 96; OVCAR-4: 105; IGROV1: 105; OVCAR-8: 99; OVCAR-5: 109; OVCAR-3: 108

Results for O=C1c2ccccc2C(=O)N1C1c2ccccc2Oc2ccccc21 ?
DU-145: 112; SK-OV-3: 103; PC-3: 79; OVCAR-4: 106; IGROV1: 95; OVCAR-8: 97; OVCAR-5: 94; OVCAR-3: 102

What do the screens show for `COCCn1cc(-c2csc(-c3cn(C(=O)OC(C)(C)C)c4ccc(Br)cc34)n2)c2cccnc21`?
DU-145: 97; SK-OV-3: 81; PC-3: 53; OVCAR-4: 81; IGROV1: 79; OVCAR-8: 71; OVCAR-5: 94; OVCAR-3: 77

What do the screens show for `COc1cc(C2C(C#N)=C(N)N(c3ccc(F)cc3F)C3=C2C(=O)CC(C)(C)C3)cc(Br)c1O` (stereo unspecified)?
DU-145: 109; SK-OV-3: 88; PC-3: 96; OVCAR-4: 94; IGROV1: 92; OVCAR-8: 93; OVCAR-5: 102; OVCAR-3: 107

How did CN(C)N=Nc1nn(C(=O)Nc2ccc(Cc3ccccc3)cc2)c2ccccc12 do in these assays?
DU-145: 61; SK-OV-3: 102; PC-3: 29; OVCAR-4: 52; IGROV1: 85; OVCAR-8: 49; OVCAR-5: 71; OVCAR-3: 46

How did CCCSc1nnc(-c2c(C)nc3ccc(Br)cn23)o1 do in these assays?
DU-145: 116; PC-3: 102; OVCAR-4: 44; IGROV1: 47; OVCAR-8: 96; OVCAR-5: 99; OVCAR-3: 86

Results for O=C(O)c1ccc(-c2nn(-c3ccc(C(=O)O)cc3)cc2/C=N/NC(=O)c2ccncc2)cc1 ?
DU-145: 111; SK-OV-3: 106; PC-3: 95; OVCAR-4: 102; IGROV1: 100; OVCAR-8: 100; OVCAR-5: 97; OVCAR-3: 111

Results for Cc1ccc2c(c1)c(Sc1ccc(C(=O)NO)cc1)c1n2CN(C)CC1 ?
DU-145: 12; SK-OV-3: 21; PC-3: -3.9*; OVCAR-4: -1.8*; IGROV1: 42; OVCAR-8: 5.6*; OVCAR-5: 7.4*; OVCAR-3: -7.9*

What do the screens show for `C=CCn1c(C)nc2ccc(Nc3nc(N4CCN(C)CC4)nc4ccccc34)cc21`?
DU-145: 97; SK-OV-3: 101; PC-3: 74; OVCAR-4: 79; IGROV1: 91; OVCAR-8: 77; OVCAR-5: 83; OVCAR-3: 97

How did COc1ccc(-c2ccnc3c(C#N)c(Nc4ccccc4)nn23)cc1 do in these assays?
DU-145: 106; SK-OV-3: 103; PC-3: 100; OVCAR-4: 101; IGROV1: 102; OVCAR-8: 100; OVCAR-5: 95

What do the screens show for `N#Cc1c(NC(=O)c2ccc(F)c(Cl)c2)sc2c1CCC(=O)C2`?
DU-145: 26; SK-OV-3: 26; PC-3: -20*; OVCAR-4: -52*; IGROV1: -26*; OVCAR-8: 17; OVCAR-5: -15*; OVCAR-3: -47*

How did Cc1cc(C)c[n+]([O-])c1 do in these assays?
DU-145: 112; SK-OV-3: 94; PC-3: 108; OVCAR-4: 109; IGROV1: 96; OVCAR-8: 107; OVCAR-5: 105; OVCAR-3: 113

How did N=C1c2nc3n(c2C(=O)c2nc4n(c21)CCCC4)CCCC3 do in these assays?
DU-145: -94*; SK-OV-3: 95; PC-3: 91; OVCAR-4: 96; OVCAR-8: 91; OVCAR-5: -58*; OVCAR-3: 98

What do the screens show for `COc1ccc(-c2cc(-c3cccnc3)nc3sc4c(c23)N=NN2CCN=C42)cc1OC`?
DU-145: 106; SK-OV-3: 105; PC-3: 83; OVCAR-4: 104; IGROV1: 116; OVCAR-8: 102; OVCAR-5: 107; OVCAR-3: 106

What do the screens show for `COc1ccc(C2=Nc3c(N)ncnc3NC(c3sc(Cl)nc3Cl)C2)cc1` (stereo unspecified)?
DU-145: 102; SK-OV-3: 107; PC-3: 97; OVCAR-4: 107; IGROV1: 101; OVCAR-8: 95; OVCAR-5: 99; OVCAR-3: 119

Results for O=c1c2c(cc3c(O)[nH]c(=S)n13)-c1cc(F)ccc1N=2 ?
DU-145: 114; SK-OV-3: 92; OVCAR-4: 97; IGROV1: 86; OVCAR-8: 93; OVCAR-5: 115; OVCAR-3: 110

Results for ClC(Cl)(Cl)c1nc2ccccc2s1 ?
DU-145: 97; SK-OV-3: 106; PC-3: 55; OVCAR-4: 85; IGROV1: 82; OVCAR-8: 94; OVCAR-5: 101; OVCAR-3: 96

What do the screens show for `COc1cn(CC(=O)O)c(=NC(=O)c2ccc(Cl)cc2)s1`?
DU-145: 119; SK-OV-3: 131; PC-3: 104; OVCAR-4: 109; IGROV1: 145; OVCAR-8: 101; OVCAR-5: 85; OVCAR-3: 106

How did COc1cc(C)ccc1OCC(=O)O do in these assays?
DU-145: 106; SK-OV-3: 82; PC-3: 70; OVCAR-4: 109; IGROV1: 108; OVCAR-8: 101; OVCAR-5: 99; OVCAR-3: 102

What do the screens show for `N#CCCCCCn1c2ccccc2c2c3[nH]c(=O)[nH]c(=O)c3c3c4ccccc4n(CCCCCC#N)c3c21`?
DU-145: 55; SK-OV-3: 73; PC-3: 64; OVCAR-4: 59; IGROV1: 22; OVCAR-8: 27; OVCAR-5: 92; OVCAR-3: 49

What do the screens show for `CC1=C(C)C(=O)C(N2CCN(C(C)C)CC2)=CC1=O`?
DU-145: 117; SK-OV-3: 108; PC-3: 100; OVCAR-4: 105; IGROV1: 113; OVCAR-8: 99; OVCAR-5: 106; OVCAR-3: 102

Results for O=C(Nc1cccc(C(F)(F)F)c1)C1=NCCCCN1 ?
DU-145: 104; SK-OV-3: 109; PC-3: 96; OVCAR-4: 101; IGROV1: 97; OVCAR-8: 104; OVCAR-5: 94; OVCAR-3: 105

Results for CCN1CCN(C2C(=O)NC(c3cccc([N+](=O)[O-])c3)c3sc4c(F)cccc4c32)CC1 (stereo unspecified) ?
DU-145: 111; SK-OV-3: 98; PC-3: 91; OVCAR-4: 107; IGROV1: 84; OVCAR-8: 101; OVCAR-5: 104; OVCAR-3: 100
